# Source: PubChem BioAssay (National Center for Advancing Translational Sciences (NCATS))
# Nrf2 block: blocks Nrf2 signaling. A549 ARE-Fluc reporter, luciferase luminescence, 18-24 h. Potency, µM (doses to about 46 µM), inactives show at the highest dose activity change, negative = inhibition, hits mostly inhibitors. 360,000 tested, 2.1% active. AID 504444; note: potency is the fitted concentration of half-maximal effect; % is set by controls: 0 for no effect and ±100 for the full control effect; nearly all actives have a fitted effect of over 60% in size
#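 Reporter: ARE-Fluc in A549. Exposure: 18-24 h, 37 °C, 5% CO2, 5% FBS OPTI-MEM. Readouts: fluorescent cytotoxicity (CellTiter-Fluor), then luminescent Nrf2 signal after BugLite.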
# Nrf2 ARE act: activates Nrf2 signaling | AREc32 ARE-luciferase reporter (MCF7-derived line), luminescence, 24 h | Potency, µM (series often up to 46.1 µM), inactives show at the highest dose activation, hits mostly activators | 410,000 tested, 0.31% active; note: potency is the fitted concentration of half-maximal effect; % of control where 0% means no effect; nearly all actives have a fitted effect of over 65% in size
#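 For detection, Steady-Glo was added and plates sat 30 min at RT; before that, AREc32_Fluc cells grown overnight in OPTI-MEM/5% FBS had been treated with 23 nL compound for 24 hr at 37 deg C.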
# TGFb SMAD3 inh: blocks TGF-b signaling | Potency, µM (highest dose often 46.1 µM), for inactives: top-dose activity, negative = inhibition, hits mostly inhibitors | 410,000 tested, 1.2% active | AID 588855 | HepG2 CAGA-GFP TGF-b/SMAD3 reporter, GFP fluorescence, 18 h; TGF-beta stimulated, 500 pg/mL final; note: potency is the fitted concentration of half-maximal effect; % is set by controls: 0 for no effect and ±100 for the full control effect; nearly all actives have a fitted effect of over 65% in size
#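 Cell-based qHTS in HEPG2 carrying a CAGA-GFP Smad reporter; compounds added before 500 pg/mL final TGF-beta, 18 h incubation at 37 degrees C, GFP fluorescence quantified per cell by imaging cytometry.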
# MmCpn inh: M. maripaludis TRiC chaperonin inhibition. purified Mm-Cpn ATPase, ADP Transcreener TR-FRET. 330,000 tested, 0.031% active. Potency, µM (top dose mostly 76.9 µM), for inactives: at the highest dose activity, negative = inhibition, most hits filed as inhibitors; note: potency is the fitted concentration of half-maximal effect; % is set by controls: 0 for no effect and ±100 for the full control effect; nearly all actives have a fitted effect of over 80% in size
#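 Eu-cryptate anti-ADP/ADP-d2 competition gives a ratio inversely related to ADP. Enzyme at 25 nM was pre-exposed to compound for 10 min, then given 10 uM ATP for 30 min, 37°C throughout.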
# CCT modulator: modulators of cytosolic chaperonin (CCT/TRiC) activity; purified chaperonin ATPase assay, HTRF ADP detection, 30 min; activity change, % (concentration not given with the values), hits read low; 360,000 tested, 0.3% active; in the data active = activity change below about -30%; note: % is set by controls: 0 for no effect and ±100 for the full control effect
#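 Nucleotide hydrolysis assay: TRiC at 20–40 nM final (set by batch activity) with 10 uM ATP, 30 min at 37 °C, in presence of 76 uM compound. Detection by competitive ADP HTRF, 30 min ambient.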
# A549 viability: counter-screen for Nrf2 inhibitors: cytotoxicity in A549 cells; A549 ARE-Fluc cells, CellTiter-Fluor viability, 18-24 h; 390,000 tested, 0.16% active; Potency, µM (titrated, usually from 46 µM), for inactives: at the highest dose activity change, negative = cytotoxicity, hits mostly inhibitors; note: potency is the fitted concentration of half-maximal effect; % is set by controls: 0 for no effect and ±100 for the full control effect
#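 A549 ARE-Fluc cells in 5% FBS OPTI-MEM, 5000 cells/well, rested 2 h then exposed to compounds in concentration-response for 18-24 h at 37 °C. Viability by CellTiter-Fluor fluorescence (Ex 405/Em 525) after 30 min; luciferase luminescence (BugLite, 15 min, RT) read afterwards.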
# Akt phos inh: Akt phosphorylation inhibition. Neuro2A IGF-stimulated pAkt S473 HTRF, 20 min; active compounds read low. activity change, % for hits at 50 µM. 360,000 tested, 0.32% active. AID 651550; in the data active = activity change below about -80%; inconclusive = mostly about -51% to -80%; note: % is set by controls: 0 for no effect and ±100 for the full control effect
#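 Single-point screen (50 µM final compound) in Neuro2A cells stimulated 20 min with 6 nM IGF at 37 deg C. After lysis, Ser473-phosphorylated Akt read by HTRF (ex 330 nm, em 615/665 nm) as the 665/615 ratio.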
# S2 tox: reduces viability in counter-screen for ATXN expression inhibitors. S2 cells (HEK-293 line with an ATXN2-luciferase reporter) viability, CellTiter-Fluor protease fluorescence, 24 h. Potency, µM (titrated, usually from 56.7 µM), usual class: cytotoxic. 400,000 tested, 0.49% active; note: potency is the fitted concentration of half-maximal effect; nearly all actives have a fitted effect of over 40% in size
# HepG2 viability: HepG2 cytotoxicity, counter-screen for TGF-b inhibitors; HepG2 CAGA-GFP viability, ATP luminescence, 18 h; Potency, µM (highest dose often 46.1 µM), for the others: top-dose activity change, negative = cytotoxicity, actives largely listed as cytotoxic; 410,000 tested, 0.76% active; AID 588856; note: potency is the fitted concentration of half-maximal effect; some results filed as inactive show a strong effect at the top dose
#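 HepG2 CAGA-GFP cells (1000/well, DMEM with 1% FBS) received compound, then TGF-beta at 500 pg/mL final, and were incubated 18 hours at 37 degrees C. Viability was read by CellTiter-Glo luminescence. Media-only wells were set as complete cell-killing and DMSO as no toxicity.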
# * marks the source's active call; other numbers are inactive results; i = inactive; u = inconclusive; x = no result given; [ ] = remark or other dose. Unless noted, calls come from the whole dose curve; as a rule, active = well fitted curve in the direction sought with a large enough effect; inconclusive = small, poorly fitted or top-dose-only effect, or another doubt; inactive = no such curve, though single readings can be large; an effect the other way counts as inactive or inconclusive.
# Under each structure – Nrf2 block, Nrf2 ARE act, TGFb SMAD3 inh, MmCpn inh, CCT modulator, A549 viability, Akt phos inh, S2 tox, HepG2 viability
N#Cc1ccc(CSc2nc3c(c(=O)[nH]2)CCCC3)cc1
  u, -0.3%, 17%, x, x, -1%, x, i, -2%
COc1ccc(-c2nc(N3CCN(S(=O)(=O)c4ccc(F)cc4)CC3)c3ccccc3n2)cc1
  -5%, x, 2%, x, x, 1%, x, x, -7%
COc1ccc(NC(=S)NC(=O)c2cncc(Br)c2)c(OC)c1
  -4%, -0.6%, 3%, 2%, -0.1, -1%, i, i, -1%
CN(C)CCCN=Cc1c(O)n(Cc2ccccc2)c(=O)c2ccccc12
  x, -0.1%, 2%, 0%, -1.2, u, i, i, -7%
CCN(C(=O)c1cccnc1)c1ccccc1
  8%, 0.0%, 18%, x, -0.1, -1%, i, i, 1%
COC(=O)c1ccc(NC(=O)C2CC2)o1
  4%, -0.3%, 3%, 0%, -2.8, 0%, i, i, 9%
O=C(/C=C/c1ccc(Cl)cc1)N1CCOCC1
  u, 3.5%, -31%, 0%, 1.1, 9%, i, i, -46%
COc1ccc(-c2cc(C(=O)Nc3ccc(Cl)cc3Cl)c3ccccc3n2)cc1OC
  15%, 3.6%, -6%, 0%, 1.8, 12%, i, i, 3%
CSc1cccc(NC(=O)CSc2ccc(Cl)cc2)c1
  -8%, -1.0%, 7%, 1%, -0.6, -2%, i, i, -20%
Cc1ccc(Nc2ncc(C(=O)N3CCN(c4ccc(F)cc4)CC3)c3ccccc23)cc1Cl
  14%[9.27 µM], 1.9%, u, x, x, -3%, x, x, -25%
Nc1ccn(CC(=O)N[C@H](CO)Cc2c[nH]c3ccccc23)c(=O)n1
  9%, -0.2%, -24%, -1%, -24, 0%, i, i, -9%
Fc1cccc(/C=N/NC(=S)Nc2ccccc2Cl)c1
  u, 7.9%[9.22 µM], u, -3%, 1.7, 13%, i, i, -16%
NNC(=O)c1cc2ccccc2[nH]1
  u, 7.4%, -12%, 1%, 2.2, -12%, i, u, -4%
CCCCn1c(N)c(N(C)C(=O)c2c(C)nn(-c3ccccc3)c2C)c(=O)[nH]c1=O
  2%, -0.1%, 6%, 0%, -1.5, -1%, i, i, -13%
CC(=O)c1c(C)oc2ccc(NS(=O)(=O)c3ccc(O)c(C(=O)O)c3)cc12
  2%, -0.3%, -3%, 0%, 0.0, -3%, i, i, 6%
O=C([C@H](O)c1ccccc1)N1CCC[C@H]1CO
  16%, -0.4%, 0%, -1%, 0.8, -2%, i, i, 22%
Oc1ccc2c(ccc3[nH]cnc32)c1
  22%, 0.0%, 16%, 2%, 0.4, 8%, i, i, -13%
CCCNC(=O)C1(CC2CC(c3ccccc3)=NO2)CCN(C(=O)c2cc(OCC)c(OCC)c(OCC)c2)CC1 (stereo not drawn)
  -6%, 1.0%, -17%, x, -3.4, 2%, i, i, -6%
COc1ccc(/C=N/OCC(=O)Nc2nc3ccccc3s2)cc1OC
  22%, 4.4%, u, 2%, -0.6, 4%, i, i, -19%
CN(C)c1ncccc1-c1nc2ccccc2s1
  30%, 3.6%, 20%, u, 1.6, -5%, i, i, 7%
CN(Cc1ccccc1)C(=O)COC(=O)CNS(=O)(=O)c1ccc2ccccc2c1
  0%, -0.7%, 0%, 1%, -3.6, -3%, i, i, 0%
CCCc1c(C(=O)N/N=C(\C)c2ccc3c(c2)OCO3)nnn1-c1nonc1N
  x, -0.4%, -5%, x, -0.1, x, i, i, 12%
COc1ccc(-c2cc3c(=O)n(CC(=O)NCCCN4CCC(N5CCCCC5)CC4)ncn3n2)cc1
  7%, 3.2%, 2%, -3%, -1.9, 5%, i, i, -4%
Cc1cc(C)cc(NC(=O)Cn2cc(S(=O)(=O)NC(C)(C)C)c(S(=O)(=O)NC(C)(C)C)c2)c1
  u, -0.8%, u, x, x, -30%, x, u, -98%
CN1CCN(C(=O)CN2C(=O)NC(C)(c3ccc4ccccc4c3)C2=O)CC1 (stereo not drawn)
  3%, -1.1%, -4%, 0%, -0.9, 2%, i, i, 3%
Nc1nnc(SCC(=O)Nc2cc(S(=O)(=O)N3CCOCC3)ccc2N2CCCC2)s1
  0%, 0.3%, -16%, -11%, 0.7, -6%, i, u, 3%
COC(=O)c1cc(OC)c(OC)cc1NC(=O)C1CCCO1 (stereo not drawn)
  -13%, -0.8%, 1%, 1%, -1.1, -1%, i, i, -5%
O=C(Nc1cccc(F)c1)C1CCN(C(=O)c2ccc(Br)cc2)CC1
  7%, 6.8%, u, -1%, 1.3, -17%, i, i, -16%
C=CCNC(=S)Nc1c(C(=O)OC)[nH]c2cc(OC)ccc12
  10%, 11%, 3%, -7%, -1.2, -5%, i, u, -7%
Cc1cc(C(=O)N/N=C/c2ccc(C)s2)n[nH]1
  u, 0.2%, -2%, 1%, -1.1, -1%, i, i, -2%
CN(C[C@H](c1ccccc1)N(C[C@H](Cc1ccccc1)N(CCc1ccccc1)N=O)N=O)N=O
  -5%, 3.5%, -11%, x, -0.8, 1%, i, i, -13%
COc1ccc(/C(C)=N\Nc2nc(-c3ccc(Cl)cc3)cc(C(F)(F)F)n2)cc1OC
  -15%, -0.7%, -1%, 0%, 1.6, 7%, i, i, -20%
CS(=O)(=O)c1ccccc1C(=O)Nc1cccc(-c2nc3ccccc3o2)c1
  -32%, 0.9%, -9%, 0%, -0.8, -1%, i, i, -17%
COc1ccc2nc(NCCCO)[nH]c2c1
  3%, 3.4%, 1%, 0%, 0.3, 3%, i, i, 3%
Cc1cc(=O)[nH]c2nnc(SCC(N)=O)n12
  x, 0.4%, -15%, x, x, -11%, x, x, 0%
O=C(CN1CCCCCCC1)N/N=C/c1ccc([N+](=O)[O-])o1
  u, 1.6%, 13µM*, -1%, -0.7, u, i, i, 20µM*
CCOC(=O)C1=C(C)NC(C)=C(C(=O)OC)C1c1cccc([N+](=O)[O-])c1 (stereo not drawn)
  -22%, 6.7%, -15%, 1%[15.4 µM], -0.3, -4%, i, i, -11%
Cc1cc(C)c(Cn2c3ccccc3c3cnn(CC(=O)NCc4ccc(Cl)cc4)c(=O)c32)c(C)c1
  14%, -0.9%, -2%, x, x, 1%, x, i, -1%
O=C(NCC(O)c1ccc([N+](=O)[O-])cc1)C1CCCCC1 (stereo not drawn)
  0%, -0.9%, -1%, 1%, -2.3, 2%, i, x, 0%
Cc1cccc(N2CCN(S(=O)(=O)c3ccc(Cl)nc3)CC2C)c1 (stereo not drawn)
  -7%, 2.4%, 9%, 1%, 1.3, 2%, i, i, -16%
Cc1ccccc1CSc1nnc([C@@H]2CCCN2)o1
  u, 0.3%, 0%, 1%, -1.1, 4%, i, i, 0%
COc1ccc2c(c1OC)CN(C)CCc1cc3c(cc1C(O)C2)OCO3 (stereo not drawn)
  x, -0.2%, 31%, 1%, -2.2, -2%, i, i, -5%
Cc1c(OC(C)C(=O)NCCCN2CCOCC2)ccc2c3c(c(=O)oc12)CCC3 (stereo not drawn)
  -14%, -0.3%, -19%, -1%, 1.1, -2%, i, i, -1%
Nc1cccc2c1C(=O)N(c1ccccc1)C2=O
  26%, 4.7%, 9%, x, -1.8, u, i, x, 0%
CCOc1ccc(N(CC(=O)Nc2ccc(OC)cc2)S(=O)(=O)c2c(C)[nH]c(=O)[nH]c2=O)cc1
  6%, -0.2%, 18%, 0%, -1.1, -2%, i, i, -1%
COc1ccccc1C1C2=C(COC2=O)Nc2cc3c(cc21)OCO3 (stereo not drawn)
  4%, -0.2%, 20%, -2%, 2.7, -1%, x, x, 4%
Cc1nonc1NC(=O)CSc1nc(C23CC4CC(CC(C4)C2)C3)nc2ccccc12
  u, 0.2%, u, -1%, 0.4, -11%, i, i, -74%
CCNC(=O)N(C)c1c(CC)nc2ccc(C(=O)N3CCN(C(=O)c4ccco4)CC3)cn12
  x, -0.4%, 10%, x, -1.9, x, i, i, -1%
Cc1nc(NC(=O)CCl)sc1C(=O)N(C)C
  -21%, 13µM*, -17%, -1%, 1.8, -4%, i, i, -30%
Cc1ccc(S(=O)(=O)N(C)c2nonc2C)cc1
  -1%, -1.0%, 1%, 2%, -1.5, -1%, i, i, -23%
CC(C)C[C@@H]1Cc2[nH][nH]c(=O)c2[C@H](CCc2ccccc2)O1
  x, -0.4%, x, x, -3.5, x, i, i, x
O=C(CNC(=O)c1ccccc1)OC1CCCCC1
  u, -0.3%, -3%, 0%, -1.2, -1%, i, i, -28%
CC(=O)c1sc(NC(=O)CCS(=O)(=O)c2ccc(C)cc2)nc1C
  -25%, 22µM*, u, -2%, -2.0, u, i, i, 17%
CCCN(C(=O)Cn1ncc2c([nH]c3ccccc32)c1=O)c1ccccc1C
  1%, 0.2%, 16%, 4%, -1.6, -1%, i, i, 1%
O=C(CS(=O)c1ccc(F)cc1)Nc1ccccc1Cl (stereo not drawn)
  -23%, -0.5%, -10%, 1%, -2.5, -2%, i, i, 4%
Cc1ccc(S(=O)(=O)N2C(=O)CCC2C(=O)N2CCN(C)CC2)cc1 (stereo not drawn)
  0%, 0.1%, 34%, x, -0.6, -6%, i, i, 1%
Cc1ccc2nc(-c3cccc(Br)c3)c(Cc3ccccc3)n2c1
  x, 22%, u, x, 0.8, x, i, u, -43%
NC1=NN(c2cccc(C(=O)O)c2)C(=O)C1
  4%, 0.4%, -4%, 1%, -2.5, -7%, i, i, -38%
